D2 agonist – HTS Assay for Allosteric Agonists of the Human D2 Dopamine Receptor: Primary Screen for Agonists. D(2) dopamine receptor (Homo sapiens), P14416. HEK293 T-REx D2 cells, calcium flux agonist mode. activation, % at 2 µM. hit rate 0.53% among 340,000. AID 485358, 2010;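 active = activation over 3 SD above normal in the single-dose calcium agonist read, cut at about 30% in these data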; note: 0% is about no effect
Target sequence (P14416 whole entry, looked up): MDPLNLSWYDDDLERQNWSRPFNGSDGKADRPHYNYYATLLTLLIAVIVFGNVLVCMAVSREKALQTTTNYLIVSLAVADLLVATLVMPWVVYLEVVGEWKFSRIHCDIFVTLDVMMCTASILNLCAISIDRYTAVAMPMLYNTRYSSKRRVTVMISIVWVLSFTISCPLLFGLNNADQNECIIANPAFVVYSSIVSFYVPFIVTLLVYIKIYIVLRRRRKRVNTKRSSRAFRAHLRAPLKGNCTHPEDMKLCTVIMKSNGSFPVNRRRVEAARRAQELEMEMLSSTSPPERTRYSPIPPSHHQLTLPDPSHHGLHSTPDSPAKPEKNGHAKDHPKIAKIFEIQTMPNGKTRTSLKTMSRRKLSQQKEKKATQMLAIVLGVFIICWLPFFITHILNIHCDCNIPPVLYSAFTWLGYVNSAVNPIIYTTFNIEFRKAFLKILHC
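In this primary screen, compounds producing a positive calcium signal within 180 s of addition to tetracycline-induced, force-coupled HEK293 Trex D2 cells are flagged; cells are dye-loaded with a no-wash calcium kit beforehand.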
D2 antag – HTS Assay for Allosteric Antagonists of the Human D2 Dopamine Receptor: Primary Screen for Antagonists. hit rate 2% among 340,000. D(2) dopamine receptor (Homo sapiens), P14416. HEK293 TREx D2 cells, calcium flux, dopamine EC80. inhibition, % at 10 µM; in the data active = inhibition above about 30%; note: 0% is about no effect
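Measurement of antagonist activity uses fluorescent calcium dye in inducible HEK293 T-REx D2 cells: 10 s baseline, compound addition with 180 s read, EC80 dopamine addition with a further 180 s read.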
USP1 inh – Inhibitors of USP1/UAF1: Primary Screen; Ubiquitin carboxyl-terminal hydrolase 1 (Homo sapiens), O94782; recombinant USP1/UAF1, Ub-Rhodamine cleavage fluorescence; Potency, µM (top dose mostly 57.1 µM), for the others: at the highest dose activity change, negative = inhibition, hits mostly inhibitors; hit rate 0.23% among 390,000; note: potency is the fitted concentration of half-maximal effect; % is set by controls: 0 for no effect and ±100 for the full control effect; nearly all actives have a fitted effect of over 60% in size; inactives centre near -12
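In this screen, compounds sit with the deubiquitinase complex (1nM) for 15 min at room temperature before Ub-Rho is added at 150nM final. Fluorescence rise is then followed for 6 reads every 60 seconds.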
IDH1 R132H inh – qHTS for Inhibitors of mutant isocitrate dehydrogenase 1 (IDH1): qHTS. Potency, µM (titrated, usually from 76.6 µM), without a hit: top-dose activity change, negative = inhibition, actives largely listed as inhibitors. hit rate 0.093% among 390,000. IDH1-R132H enzyme, NADPH consumption, diaphorase/resazurin fluorescence. AID 602179, 2012; note: potency is the fitted concentration of half-maximal effect; % is set by controls: 0 for no effect and ±100 for the full control effect; nearly all actives have a fitted effect of over 65% in size
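IDH1-R132H (0.5 ug/mL dispensed) in pH 7.5 Tris buffer was preincubated 30 min with compound, then given a substrate mix of 0.016 mM NADPH and 2 mM alpha-KG for 80 min at room temperature; remaining NADPH was read by diaphorase/resazurin fluorescence.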
PI4K2A inh – qHTS for small molecular inhibitors of PI4K2A | purified PI4K2A, ADP-Glo luminescence, 1 h; hits give low values | activity change, negative = inhibition, % at 76.9 µM | hit rate 0.13% among 420,000; in the data active = activity change below about -50%; inconclusive = mostly about -30% to -49%;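 note: -100% = wells without enzyme as full effect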
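Compounds are screened against recombinant PI4K2A using PI as substrate and ATP, the latter dispensed at 300 microM. Reactions run one hour at ambient temperature before ADP-Glo detection; full inhibition defined by wells lacking enzyme.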
TRHR agonist – qHTS for Small Molecule Agonists and Allosteric Enhancers of Human TRH Receptor: Primary Screen for Agonists; activation, % at 2 µM; Thyrotropin-releasing hormone receptor (Homo sapiens), P34981; AID 493084, 2011; TRHR cells, calcium flux fluo-8, FDSS agonist mode; hit rate 0.18% among 360,000; in the data active = activation above about 30%; note: 0% is about no effect
Target sequence (P34981 whole entry, looked up): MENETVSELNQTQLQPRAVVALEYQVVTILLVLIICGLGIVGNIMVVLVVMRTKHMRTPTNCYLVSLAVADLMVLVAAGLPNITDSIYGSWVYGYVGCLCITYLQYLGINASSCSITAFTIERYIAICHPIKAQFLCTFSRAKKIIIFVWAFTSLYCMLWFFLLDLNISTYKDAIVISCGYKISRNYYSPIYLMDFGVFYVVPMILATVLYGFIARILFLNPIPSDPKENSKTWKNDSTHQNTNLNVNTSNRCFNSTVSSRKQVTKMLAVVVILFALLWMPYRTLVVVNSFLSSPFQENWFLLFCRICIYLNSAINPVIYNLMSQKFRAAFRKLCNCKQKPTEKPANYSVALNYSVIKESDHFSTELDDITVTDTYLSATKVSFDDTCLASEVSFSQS
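Fluo-8-loaded TRHR cells; 10 s baseline, compound added, kinetic Ca2+ fluorescence read 1/s, agonist mode.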
TrxR1 substrate – qHTS Assay for Substrates of Mammalian Selenoprotein Thioredoxin Reductase 1 (TrxR1): qHTS | Thioredoxin reductase 1, cytoplasmic (Rattus norvegicus), O89049 | purified TrxR1 substrate turnover, NADPH consumption readout | Potency, µM (series often up to 114 µM), for the others: at the highest dose activity change, negative = substrate turnover | hit rate 0.01% among 390,000 | AID 588456, 2011; note: potency is the fitted concentration of half-maximal effect; % is set by controls: 0 for no effect and ±100 for the full control effect; nearly all actives have a fitted effect of over 50% in size
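Rat TrxR1, dispensed at 90 nM, was prereduced with 400 uM NADPH (final) for 5 min at ~22 deg C, then incubated with compound 15 min before 400 uM selenite. A first-read NADPH fluorescence drop versus no-compound background flagged substrates.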
TRHR enhancer – qHTS for Small Molecule Agonists and Allosteric Enhancers of Human TRH Receptor: Primary Screen for Enhancers. Thyrotropin-releasing hormone receptor (Homo sapiens), P34981. TRHR cells, fluo-8 calcium fluorescence, EC20 TRH enhancement. enhancement, % at 2 µM. hit rate 0.66% among 360,000. AID 493056, 2011; in the data active = enhancement above about 30%; note: 0% is about no effect
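TRHR-expressing cells loaded with fluo-8 calcium dye were read kinetically (ex 480/em 530) during compound addition, then stimulated with an EC20 of TRH (10 nM final). Enhancement of the Gq-mediated intracellular calcium response was scored.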
rTrxR1 inhibitor – qHTS Assay for Inhibitors of Mammalian Selenoprotein Thioredoxin Reductase 1 (TrxR1): qHTS; Potency, µM (top dose mostly 114 µM), inactives show at the top dose activity change, negative = inhibition, most hits filed as inhibitors; Thioredoxin reductase 1, cytoplasmic (Rattus norvegicus), O89049; recombinant rTrxR1, NADPH fluorescence consumption, selenite substrate; hit rate 1% among 390,000; AID 588453, 2011; note: potency is the fitted concentration of half-maximal effect; % is set by controls: 0 for no effect and ±100 for the full control effect; nearly all actives have a fitted effect of over 65% in size
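Rat TrxR1 (90 nM in the dispensed reagent) was pre-reduced with 400 uM NADPH for 5 min at room temperature, then incubated with compound for 15 min. After 400 uM selenite was added, NADPH fluorescence (Ex 340/Em 450 nm) was followed for 8 min.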
An asterisk follows results filed as active; ? = inconclusive; / = not tested or not shown; & = joins results of further samples; [ ] = remark or other dose. Unless noted, calls come from the whole dose curve; as a rule, active = well fitted inhibition curve with a large enough effect; inconclusive = small, poorly fitted or top-dose-only effect; inactive = no such curve, though single readings can be large or run the other way.

SMILES	D2 agonist	D2 antag	USP1 inh	IDH1 R132H inh	PI4K2A inh	TRHR agonist	TrxR1 substrate	TRHR enhancer	rTrxR1 inhibitor
Cc1ccc(N2C(=O)CS(=O)(=O)C23C(=O)N(Cc2ccc(Cl)cc2)c2ccccc23)cc1C (centres undefined)	-0.1	/	?	4%	-7	0.6	-3%	-9	18%
CN1OC[C@@H]2CN[C@H](c3cccc(-c4cc(Cl)cc(Cl)c4)c3)C[C@@H]21	/	/	-5%	1%[38.3 µM]	1	/	-2%	/	-15%
Cc1nnc(NC(=O)C2CC(=O)N(c3ccccc3)C2)s1 (centres undefined)	/	/	-12%	0%	-2	1.7	-1%	4	12%
COc1ccc(-c2nc(SC)n(C(=O)c3ccco3)n2)cc1	-1.1	-8	-10%	-1%	21	0.2	16%	-2	8%
COCCNC(=O)CSc1nc2c(n1-c1ccccc1)CCCC2	1.0	-3	2%	0%	0	-0.4	-2%	-1	-6%
COc1ccc(CNS(=O)(=O)c2ccc3c(c2)NC(=O)C(C)S3)cc1 (centres undefined)	1.9	-1	-6%	5%	-2	0.0	5%	6	20%
COc1ccc(S(=O)(=O)N2CCc3ccccc32)cc1C(=O)Nc1ccc(NC(C)=O)cc1	/	/	-14%	4%	6	/	26%	/	15%
Cc1cccc(-c2noc(CNC(=O)c3ccco3)n2)c1	0.4&-0.2	-15	-22%&20%	13%&0%	4&1	-0.9&-0.5	1%&3%	4&3	6%&16%
CC(=O)NC(CCS(C)(=O)=O)C(=O)Nc1ccc(F)cc1Cl (centres undefined)	/	/	-19%	-1%	-6	2.9	4%	-1	7%
CCCCN(CC)C(=S)Nc1ccc2nc(N3CCN(C)CC3)cc(C)c2c1	0.2	27	-10%	7%	0	0.7	4%	1	8%
COc1cccc(N(CC(=O)N2CCCC2)S(C)(=O)=O)c1	0.2	5	-16%	-10%	-5	0.5	-4%	2	17%
Nc1ccc(Oc2ccc3c(c2)OCO3)cc1	0.0	2	3%	-7%	4	0.3	2%[57.1 µM]	-7	26%[57.1 µM]
COC(=O)c1ccccc1NC(=O)CCCn1c(C)c2cnn(-c3ccccc3)c(=O)c2c1C	/	/	-11%	9%	-3	0.0	8%	-2	14%
Cc1ccc(OCCC(=O)Nc2ccc(C)c(S(=O)(=O)N3CCOCC3)c2)cc1	0.4	-8	-25%	3%	-2	0.0	-7%	6	-1%
O=C1CC(c2ccccc2)CC(O)=C1C=Nc1ccccc1Cl (centres undefined)	5.2	0	2%	-2%	2	0.0	0%	2	4%
N#C/C(=C\c1c(N2CCN(Cc3ccccc3)CC2)nc2ccccn2c1=O)S(=O)(=O)c1ccccc1	0.4	-12	-22%	3%	-2	0.5	6%	-11	15%
CCOc1ccc2nc(SCc3ccc(C(=O)OC)o3)[nH]c2c1	0.0	-3	-9%	11%	-1	0.6	-1%	-5	9%
O=[N+]([O-])c1cccc(N(CC(O)CN2CCCC2)S(=O)(=O)c2ccccc2)c1 (centres undefined)	0.6	-8	?	16%	6	-0.2	2%	-6	0%
O=C(COc1ccc(Br)cc1)Nc1ccc(-c2nnc(-c3ccco3)o2)cc1	0.6	1	-11%	1%	-1	-0.8	1%	1	-8%
OCC1(Cc2ccc(F)cc2)CCCN(CCCC(F)(F)F)C1 (centres undefined)	0.6	14	-3%	-3%	2	1.3	-3%	-3	2%
COc1ccccc1-c1sc2cc3c(cc2c1C#CC1(O)CCCCC1)OCO3	0.4	4	-37%	1%[38.3 µM]	-13	-0.2	8%	8	-6%
CCn1c(C)nc2cc(C(=O)NNC(=S)Nc3ccccc3)ccc21	0.5	-2	-17%	-7%	4	0.4	2%[57.1 µM]	-1	2%[57.1 µM]
O=C(COC(=O)COc1ccc(Br)cc1)NCC1CCCO1 (centres undefined)	/	/	-15%	-1%	6	/	8%[57.1 µM]	/	13%[57.1 µM]
CCCCNC(=O)c1cn(CC)c2cc(N3CCN(C)CC3)c(F)cc2c1=O	0.2	2	-21%	5%	-1	0.3	28%	3	22%
CCc1cc(=O)oc2cc(C)cc(OCC(=O)NC3CC3)c12	0.2	-4	-5%	2%	0	-0.1	1%	-1	12%
Cc1ccsc1/C=N/n1c(-c2ccncc2)n[nH]c1=S	-0.4	-5	-12%	13%	-6	-0.6	-9%	8	-34%
Cc1cc(C)cc(N(C(C)C(=O)Nc2c(C)n(C)n(-c3ccccc3)c2=O)S(C)(=O)=O)c1 (centres undefined)	-0.3	-14	-10%	3%	9	0.0	9%[57.1 µM]	5	10%[57.1 µM]
O=C(Cn1nc(C(F)(F)F)c2c1CCC2)NCc1ccc(Cl)cc1	-0.7	-6	-8%	3%	2	-0.6	-6%	-8	5%
CCCCC(CC)CNC(=O)C1CCCN(S(=O)(=O)c2cnc[nH]2)C1 (centres undefined)	-0.2	-14	-22%	9%	-4	0.3	4%	-4	9%
Cc1csc(NC(=O)CSCC(=O)Nc2ccccc2)n1	1.2	-7	-5%	15%	-7	-0.3	12%[57.1 µM]	16	15%[57.1 µM]
COc1cccc(/C=N/N2CCN(C)CC2)c1	0.6	-17	-6%	7%	-4	-1.6	3%	11	21%
Cc1ccc(NC(=O)[C@@H]2CCCN2C(=O)[C@@H]2Cc3ccccc3CN2)c(C)c1	-0.8	-10	-18%	-12%	-1	-0.2	9%[57.1 µM]	-4	24%[57.1 µM]
O=C(Nc1ccc(Cl)cc1)N1CCN(c2ncccn2)CC1	/	1	-21%	-4%	-5	0.3	-7%	0	2%
N#CNC(N)=Nc1cccc(Cl)c1	0.4	-16	-9%	-1%	2	0.4	-1%	3	13%
O=C1[C@H]2[C@@H](c3ccc(Cl)cc3)N3C(=O)N(c4cccc(Cl)c4)C(=O)[C@@]3(Cc3ccc(Cl)cc3)[C@H]2C(=O)N1C1CCCCC1	1.5	-6	-15%	5%	-2	0.6	6%[57.1 µM]	-3	8%[57.1 µM]
COc1ccccc1NC(=O)CCc1c(C)nc2c(-c3ccc(F)cc3)c(C)nn2c1C	/	/	-16%	?	1	-0.1	20%	5	30%
Cc1cc(NC(=O)CSc2nc(-c3ccc(Cl)cc3)cs2)no1	-1.3	-26	-13%	0%	-2	-0.1	-3%	-1	-8%
CCC(=O)N1CCc2cc(Br)cc(S(=O)(=O)N3CCN(c4ccccc4)CC3)c21	0.7	/	3%	-1%	1	0.5	12%[2.29 µM]	-1	15%[2.29 µM]
CC(Cc1ccc(Cl)cc1)N1CCC(n2nccc2NC(=O)C2CCCC2)CC1 (centres undefined)	1.4	31*	-19%	0%	-3	2.2	7%	0	21%
CC(=O)Nc1ccccc1OCC(=O)c1cc(C)n(Cc2cccs2)c1C	16	-17	-17%	-1%	-8	16	3%	2	8%
O=[N+]([O-])c1cc(/C=N/Nc2nc(N3CCOCC3)nc(N3CCOCC3)n2)ccc1Cl	0.7	-1	-8%	6%	-11	0.0	0%	3	1%
CCOC(=O)CCCCC(=O)c1[nH]c(=O)[nH]c1CSc1nnc2c3ccccc3n(C(C)C)c2n1	0.5	4	-2%	16%	4	0.6	-9%	1	-24%
O=C(COc1ccccc1)NCC(c1ccco1)N1CCN(c2ccc(F)cc2)CC1 (centres undefined)	-0.3	-23	-6%	-1%	-2	-0.7	-2%[57.1 µM]	12	0%[57.1 µM]
CCCCn1c(N)c(N(CC)C(=O)C2CCCC2)c(=O)[nH]c1=O	0.4	6	-20%	-4%	0	0.2	4%	36*	19%
Cc1cc(C)n(-c2c(F)c(F)c(CN3CCCCC3)c(F)c2F)n1	1.0	1	-20%	1%	2	-1.4	2%	-3	13%
CC(C)C(C(=O)Nc1nccs1)N1C(=O)c2ccccc2C1=O (centres undefined)	0.2	16	-6%	6%	2	0.4	-21%[11.4 µM]	0	25%[11.4 µM]
Cc1ccc(S(=O)(=O)NCCC(=O)NCCOc2ccccc2)cc1	0.6	-6	-14%	-2%	1	-0.1	-4%	1	4%
CC1(C)CC2CC(C)(CN2C(=O)c2cc(-c3ccc(F)cc3)on2)C1 (centres undefined)	-0.3	-2	?	-7%	2	0.4	0%	14	6%

Part of the list above in order of molecular weight, rising:
SMILES	D2 agonist	D2 antag	USP1 inh	IDH1 R132H inh	PI4K2A inh	TRHR agonist	TrxR1 substrate	TRHR enhancer	rTrxR1 inhibitor
CC(C)C(C(=O)Nc1nccs1)N1C(=O)c2ccccc2C1=O (centres undefined)	0.2	16	-6%	6%	2	0.4	-21%[11.4 µM]	0	25%[11.4 µM]
OCC1(Cc2ccc(F)cc2)CCCN(CCCC(F)(F)F)C1 (centres undefined)	0.6	14	-3%	-3%	2	1.3	-3%	-3	2%
CCCCN(CC)C(=S)Nc1ccc2nc(N3CCN(C)CC3)cc(C)c2c1	0.2	27	-10%	7%	0	0.7	4%	1	8%
COc1ccccc1-c1sc2cc3c(cc2c1C#CC1(O)CCCCC1)OCO3	0.4	4	-37%	1%[38.3 µM]	-13	-0.2	8%	8	-6%
COc1ccccc1NC(=O)CCc1c(C)nc2c(-c3ccc(F)cc3)c(C)nn2c1C	/	/	-16%	?	1	-0.1	20%	5	30%

Screening results deposited in PubChem by National Center for Advancing Translational Sciences (NCATS).
